# Screening results from PubChem.
# VLA-4 allo ag: allosterically activates the human VLA-4 integrin; P13612; Jurkat cells, LDV-FITC binding, flow cytometry; activation, % at 10 µM (by protocol); 24,000 tested, under 10 active; AID 528;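 active = fluorescent ligand binding to cells raised by more than 40% of the manganese-induced maximum; inconclusive = compound's own fluorescence above 85% of the ligand control signal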;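 note: 0% = ligand binding without compound and 100% = manganese-stimulated maximal binding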
# Target sequence (P13612 whole entry, looked up): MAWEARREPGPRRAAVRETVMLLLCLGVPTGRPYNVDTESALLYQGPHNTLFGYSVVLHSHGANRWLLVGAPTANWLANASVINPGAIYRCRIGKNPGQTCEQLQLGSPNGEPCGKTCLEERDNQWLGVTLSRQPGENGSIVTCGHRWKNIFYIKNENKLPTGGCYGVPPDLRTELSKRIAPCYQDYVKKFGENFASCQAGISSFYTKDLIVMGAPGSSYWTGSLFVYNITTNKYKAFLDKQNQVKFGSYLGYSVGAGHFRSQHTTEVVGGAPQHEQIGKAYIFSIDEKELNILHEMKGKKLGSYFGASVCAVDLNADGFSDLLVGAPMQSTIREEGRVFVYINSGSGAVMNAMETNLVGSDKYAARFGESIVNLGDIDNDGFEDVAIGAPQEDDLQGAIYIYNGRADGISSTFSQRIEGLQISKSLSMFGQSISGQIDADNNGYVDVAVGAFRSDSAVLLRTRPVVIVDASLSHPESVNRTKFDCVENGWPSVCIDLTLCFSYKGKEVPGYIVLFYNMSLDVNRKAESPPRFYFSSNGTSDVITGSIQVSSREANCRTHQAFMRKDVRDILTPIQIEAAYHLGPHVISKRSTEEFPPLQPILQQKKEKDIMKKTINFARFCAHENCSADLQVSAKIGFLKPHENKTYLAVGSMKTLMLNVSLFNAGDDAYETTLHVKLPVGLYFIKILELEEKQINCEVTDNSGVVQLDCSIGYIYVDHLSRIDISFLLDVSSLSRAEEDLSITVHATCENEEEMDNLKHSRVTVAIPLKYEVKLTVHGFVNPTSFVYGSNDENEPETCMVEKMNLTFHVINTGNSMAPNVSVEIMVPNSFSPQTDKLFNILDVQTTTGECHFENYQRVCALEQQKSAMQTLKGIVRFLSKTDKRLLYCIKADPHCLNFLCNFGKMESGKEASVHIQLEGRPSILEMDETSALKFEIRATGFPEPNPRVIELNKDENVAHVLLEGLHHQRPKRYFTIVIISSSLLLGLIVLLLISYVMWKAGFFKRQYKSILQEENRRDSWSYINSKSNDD
# LNCaP diff act: activators of LNCaP prostate cell differentiation | 24,000 compounds, 0.56% hits | AID 795 | side scatter shift, % at 10 µM | flow cytometry side scatter, 4 d;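 active = side scatter shift above 30%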;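 note: androgen-responsive LNCaP prostate cancer cells in charcoal-stripped serum medium; percent of cells past a gate set so DMSO wells show 10% shift; higher shift means more granular cells and more differentiation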
# VLA-4 antagonist: inhibition of LDV-FITC ligand binding to human VLA-4 integrin; P13612; Jurkat cells, LDV-FITC binding with Mn2+, flow cytometry; 100% = Mn2+-driven binding gain fully reversed; inhibition, % at 10 µM (by protocol); 24,000 compounds, 0.2% hits; AID 529;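 active = inhibition above 50%; inconclusive = compound itself fluorescent, judged against control cell fluorescence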;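 note: 0% = Mn2+ stimulated cells lacking compound and 100% = ligand binding without Mn2+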
# Autofluor Jurkat: compound fluoresces in Jurkat cells, VLA-4 screen interference; compound autofluorescence, flow cytometry; stronger effect = higher value; 1 = vehicle-only cell background; 24,000 compounds, 0.61% hits; AID 576; fluorescence ratio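 (tested at 10 µM compound in the well)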;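 active = fluorescence ratio above 2.44, which is 1 plus 3 SD of all ratios; inconclusive = signal too bright to measure linearly, ratio around 10 or more; inactive = fluorescence ratio below 2.44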;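 note: green fluorescence of cells measured with 488 nm excitation and 530 nm emission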
# * = called active by the depositor; ? = inconclusive. The list is partial; rates above refer to the full screens.
SMILES,VLA-4 allo ag,LNCaP diff act,VLA-4 antagonist,Autofluor Jurkat
CCOC(=O)c1ccc(N=c2sc(C(=O)OC)cc(=O)n2CCCN2CCOCC2)cc1,-11,12,18,1.2
O=C(NC1CCCCC1)c1nn2c(C(F)(F)F)cc(-c3ccco3)nc2c1Br,-2,22,-13,1.1
COc1ccc(Br)cc1C1CC(=O)N2CN(C)CSC2=C1C#N (centres undefined),?,2,?,1.1
Cc1nc2ccccc2c(=O)n1NCc1cccs1,2,3,11,0.99
O=C(c1ccc(N2CCCC2=O)cc1)N1CCOCC1,3,6,-22,1
O=c1ccn(Cc2ccccc2Cl)cc1,-8,3,-16,1.1
Cc1cccc(C)c1NC(=O)Cn1c(=O)n(CCCC(=O)NCc2ccco2)c(=O)c2sccc21,4,4,17,0.97
Cn1c(Cc2ccccc2)nnc1SCC(=O)NC1CCCCC1,4,5,-14,0.96
Cc1ccc2[nH]c(=O)c(-c3noc(-c4ccncc4)n3)cc2c1,4,12,-10,0.98
COc1cccc(OC)c1C(=O)Nc1ccccc1N1CCCC1,3,11,-20,1.1
CCOC(=O)C(C)On1c(SC(C)C(=O)OCC)nc2ccccc2c1=O (centres undefined),0,4,-19,1
COc1ccccc1NC(=O)C1C2C=CC3(CN(Cc4cccnc4)C(=O)C13)O2 (centres undefined),-4,7,1,1
COc1cc(NC(=O)CN2C(=O)c3ccccc3S2(=O)=O)c(OC)cc1Cl,0,4,4,1
COc1ccc(-c2ccc(=O)n(CC(=O)NCc3ccco3)n2)cc1,-10,1,6,1.1
COc1ccc(S(=O)(=O)NCc2csc(C)n2)cc1,6,9,-3,0.97
CC1CN(C(=O)c2scc3c2OCCO3)CC(C)O1 (centres undefined),1,8,-2,1.1
Cc1cc(C)n2nc(SCC(=O)N(C)Cc3ccccc3)nc2n1,4,15,-18,1.1
COc1cccc2c(=O)c3c(cnn3C)n(C)c12,1,9,0,1
O=C(c1cc2ccccc2oc1=O)N1CCCN(C(=O)c2cc3ccccc3oc2=O)CC1,-3,5,-5,1.1
CC(c1nnc(SCC(=O)Nc2sccc2C#N)n1-c1ccc(Cl)cc1)N(C)C (centres undefined),?,13,?,1.3
CN1[C@@H]2CC(OC(=O)[C@H](CO)c3ccccc3)C[C@H]1[C@@H]1O[C@@H]12 (some centres undefined),0,3,-8,1
O=C(Nc1ccc(Cl)cc1)N1CCSCC1,0,8,-20,1
Cc1nc2sc(C(c3ccccc3)N3CCOCC3)c(O)n2n1 (centres undefined),?,13,?,1.1
CCOc1ccc(N(CC(=O)NC2CCCC(C)C2C)S(=O)(=O)c2c(C)noc2C)cc1 (centres undefined),1,9,4,1.1
CSC1=NCCN1C(=O)C(C)Oc1ccccc1 (centres undefined),0,8,-23,0.94

# 3 consecutive records from above, quoted:
SMILES,VLA-4 allo ag,LNCaP diff act,VLA-4 antagonist,Autofluor Jurkat
Cc1nc2sc(C(c3ccccc3)N3CCOCC3)c(O)n2n1 (centres undefined),?,13,?,1.1
CCOc1ccc(N(CC(=O)NC2CCCC(C)C2C)S(=O)(=O)c2c(C)noc2C)cc1 (centres undefined),1,9,4,1.1
CSC1=NCCN1C(=O)C(C)Oc1ccccc1 (centres undefined),0,8,-23,0.94

# Next section
SMILES,VLA-4 allo ag,LNCaP diff act,VLA-4 antagonist,Autofluor Jurkat
O=C1CSC(c2cn(-c3ccccc3)nc2-c2cccs2)N1CC1CCCO1 (centres undefined),-2,6,-4,1.1
O=C(CN1C(=O)C2C3C=CC(C3)C2C1=O)Nc1ccc2c(c1)OCCO2 (centres undefined),6,3,5,0.98
CCOC(=O)CNC(=O)CN1C(=O)CCS(=O)(=O)c2ccccc21,7,2,2,0.99
Cc1cccc(N(C)C(=O)c2cc3cc4ccc(C)cc4nc3o2)c1,-2,6,10,1
COC(=O)c1nnn(CC(=O)Nc2cccc(Cl)c2C)c1C(=O)OC,3,5,5,1
Cc1ccc(-c2noc(CN(C(=O)C34CC5CC(CC(C5)C3)C4)C(C)C)n2)cc1,?,15,?,1.3
O=C(c1ccccc1)N1CC(COc2ccccc2)OC(c2cccnc2)O1 (centres undefined),1,15,-5,1
CCOc1cc2[nH]c(=O)n(CCc3ccc(OC)c(OC)c3)c(=O)c2cc1OCC,8,13,1,1
O=C(NCCCN1CCCC1=O)c1ccc2c(c1)NC(=O)C(N1CCOCC1)S2 (centres undefined),4,7,-13,1.2
CCOC(=O)C1=C(C)Nc2ncnn2C1c1cc(Br)ccc1F (centres undefined),-1,14,27,1.3
O=C(c1ccc(C(=O)N2CCN(c3ccccc3F)CC2)nc1)N1CCN(c2ccccc2F)CC1,5,4,-2,1
COc1ccccc1N1CCN(C(=O)c2cc(-c3ccc4c(c3)OCO4)on2)CC1,-3,7,3,1.1
CCOC(=O)C(Cc1ccccc1)NS(=O)(=O)c1ccc(NC(C)=O)cc1 (centres undefined),0,8,16,0.97
CCC(=O)N1CCc2cc(Br)cc(S(=O)(=O)NCCN3CCCCC3CC)c21 (centres undefined),-1,4,-15,1
COCCNC(=O)CSc1nc2cc(OC)c(OC)cc2c(=O)n1Cc1ccco1,-5,2,-6,1.1
COc1ccc(OC)c(NC(=O)C2CCN(S(=O)(=O)c3c(C)noc3C)CC2)c1,9,8,-15,0.85
COc1ccc(-c2nnc(NC(=O)c3ccc(S(=O)(=O)N4COCC4(C)C)cc3)o2)cc1,?,6,?,6.3*
O=C(C1CCCN1S(=O)(=O)c1ccc(Cl)c(Cl)c1)N1CCCCC1 (centres undefined),3,3,11,1.1
Cc1cc(C2C(C#N)=C(N)SC(N)=C2C#N)c(C)s1,10,7,-7,1.6
CS(=O)(=O)N(CC(=O)NCCSCc1cccc(Cl)c1)c1ccc2c(c1)OCO2,1,4,-14,1.1
Cc1nn(Cc2ccccc2)c(C)c1NC(=O)c1cc(-c2cccs2)on1,-4,12,14,1.1
CN1CCc2nc(SCCOc3ccccc3)c(C#N)cc2C1,?,11,?,2.4
CCN1CCN(CC(O)COc2ccc(C(C)=O)cc2)CC1 (centres undefined),-3,4,-20,1
COc1cc(C2c3c(oc4ccccc4c3=O)C(=O)N2c2ccc(C)cn2)ccc1O (centres undefined),-2,4,-5,1.1
Fc1ccc(Br)cc1C1C=C(c2ccc(Br)s2)Nc2ncnn21 (centres undefined),?,20,?,1.8

# Grouped by structure: the entries above containing an NH in an aromatic ring.
SMILES,VLA-4 allo ag,LNCaP diff act,VLA-4 antagonist,Autofluor Jurkat
Cc1ccc2[nH]c(=O)c(-c3noc(-c4ccncc4)n3)cc2c1,4,12,-10,0.98
CCOc1cc2[nH]c(=O)n(CCc3ccc(OC)c(OC)c3)c(=O)c2cc1OCC,8,13,1,1

# (cont.)
SMILES,VLA-4 allo ag,LNCaP diff act,VLA-4 antagonist,Autofluor Jurkat
COc1ccc(N(C(=O)c2ccc(Br)o2)C2C=CS(=O)(=O)C2)cc1 (centres undefined),-1,14,11,1.1
COc1cc2c(C)nc(C)c(C#N)c2cc1OC,4,3,-10,1.1
Cc1ccc2nc(C3CCN(CC(=O)N4CCCCCC4)CC3)[nH]c2c1,-4,7,2,1.1
CN(c1ccccc1)S(=O)(=O)c1ccc(C(=O)OCC(=O)NCc2ccco2)cc1,2,5,-12,1.1
Cc1nnc(SCC(=O)Nc2nccs2)s1,6,4,-39,1
COc1ccc(C2CC(c3cccc(C)c3)n3ncnc3N2)cc1 (centres undefined),0,16,-16,1
Nc1scc(-c2ccncc2)c1Cl,6,9,-20,1.1
CC(C)(C)OC(=O)N1CCC(C(=O)N2CCCCCC2)CC1,2,31*,-2,1.1
Cc1c(C(=O)Nc2ccncc2)oc2c1C(=O)CC(C)(C)C2,-5,6,-12,1
Cc1ccc(S(=O)(=O)N2CCCN(S(=O)(=O)C3CCS(=O)(=O)C3)CC2)cc1 (centres undefined),2,7,4,1
Cc1ccnc(N2CCN(C(=O)CSc3nc4ccccc4nc3N3CCCCC3)CC2)c1,-6,6,5,1.1
CCC1(C)Nc2ccccc2C(=O)N1O (centres undefined),1,6,7,1.1
COC(=O)c1cccc(CSc2nnc(-c3ccco3)n2-c2ccccc2)c1,-8,9,19,1.1
Cc1ccc(C)c2[nH]c(=O)c(CCNC(=O)c3ccc(S(=O)(=O)N(C)C)cc3)cc12,0,0,-3,1.1
CSc1cccc(NC(=O)c2nnn(Cc3ccccc3)c2N)c1,12,4,-25,1
CCN(CCO)C(=O)CC(c1ccccc1)c1cc(Br)ccc1O (centres undefined),-7,18,4,0.99
COCCn1c(CN(Cc2ccccc2)Cc2ccccc2)nc2c1c(=O)n(C)c(=O)n2C,-3,2,-13,1
COc1ccccc1N1CCN(C(=O)c2ccc(N3CCCC3=O)cc2)CC1,?,5,9,1.1
CCOC(=O)N1CCC(NS(=O)(=O)c2cc3c(cc2C)NC(=O)CO3)CC1,-9,8,-12,1.1
O=C(C1CCN(S(=O)(=O)N2CCC3(CC2)OCCO3)CC1)N1CCc2ccccc2C1,8,6,11,0.96
COc1cccc(C2=NOC(C(=O)NCc3ccco3)C2)c1 (centres undefined),-1,7,10,0.99
COc1ccccc1C(=O)NCC(=O)Nc1ccccc1,0,9,-10,1
CCOC(=O)N1CCN(CC(O)COc2ccccc2C(C)C)CC1 (centres undefined),-4,8,?,1.1
CCCCn1c(NCc2ccccc2O)nc2ccccc21,-8,5,12,0.98
CCOc1ccc(C(=O)CN2CCN(S(=O)(=O)c3ccc(F)cc3)CC2)cc1,-6,8,4,1.1
# (continued)
SMILES,VLA-4 allo ag,LNCaP diff act,VLA-4 antagonist,Autofluor Jurkat
CCOC(=O)c1c(-c2ccccc2)nnn1-c1nc(OCC)nc(N2CCCCC2)n1,0,12,25,1
Cc1ccccc1S(=O)(=O)Cc1ccc(C(=O)N2CCN(c3cccc(C)c3C)CC2)o1,8,1,-11,1.1
COc1ccc(C2c3c(oc4ccccc4c3=O)C(=O)N2c2ccc(C)cn2)cc1OC (centres undefined),-4,4,-15,1.1
CCC1CCCCN1CCCNC(=O)c1cn(CC(C)C)c(=O)c2cc(OC)c(OC)cc12 (centres undefined),7,6,-9,0.89
Cn1c(C(=O)N2CCC(C(=O)N3CCOCC3)CC2)cc2sccc21,2,5,7,0.88
CCOC(=O)c1ccc(CC2S/C(=C(\C#N)C(C)=O)NC2=O)cc1 (centres undefined),8,8,-14,1.1
CCN(CCNC(=O)CC1Oc2ccccc2NC1=O)c1ccccc1 (centres undefined),7,5,-9,1
Cc1csc2nc(CSc3nc4ccccc4o3)c(Br)n12,-3,2,-10,0.97
CCOC(=O)c1nnn(-c2nc(N3CCCC3)nc(N3CCCC3)n2)c1-c1ccccc1,-13,1,6,1.1
CCOC(=O)CSc1nc2sc(C)c(C)c2c(=O)[nH]1,-2,10,-14,1.1
CCN(c1ccccc1)S(=O)(=O)c1ccc2[nH]cc(C(=O)NCCOC)c(=O)c2c1,2,2,-10,1
CC(C)NC(=O)CCCc1cn(C)c2ccccc12,2,5,1,0.97
CCN1CCN(C(=O)c2ccc3c(=O)n(CCC4=CCCCC4)c(=O)[nH]c3c2)CC1,?,15,?,1.2
Cc1ccc(S(=O)(=O)c2nc(-c3cccs3)oc2SCC(N)=O)cc1,?,1,?,1.4
CCCOc1ccc2oc(=O)c3c(c2c1)CCCN3C(=O)CN1CCN(c2ncccn2)CC1,?,9,?,1.2
COc1ccc(CNC(=O)c2onc(C)c2Cl)cc1,?,4,?,1.1
Nc1nc(F)nc2c1ncn2[C@@H]1O[C@H](CO)[C@@H](O)[C@@H]1O,3,6,-10,1
CC(=O)NCCCCCCNC(C)=O,0,2,-18,1
COc1cccc2c1OC1(C)CC2NC(=O)N1c1cccc(C(=O)N2CCN(c3ccccn3)CC2)c1 (centres undefined),-3,4,11,1
O=c1cc(Nc2ccc3c(c2)OCCO3)[nH]c(=O)n1C1CCCCC1,-1,6,22,0.91
COc1ccc(S(=O)(=O)Cc2ccc(C(=O)N3CCc4ccccc4C3)o2)cc1,-2,2,-3,1
O=C(CN1CCCC1)Nc1ccc(NC(=O)Nc2ccccc2)cc1,6,4,-40,0.98
COc1ccc(S(=O)(=O)Nc2cccc(C)n2)c2ccccc12,2,5,-16,1
CC1(C)CC(=O)c2cc(OCC(=O)NCCN3CCCc4ccccc43)ccc2O1,-6,4,7,1.1
COc1ccccc1CNC(=O)CCn1c(=O)sc2ccccc21,5,1,-6,0.97
# (further entries)
SMILES,VLA-4 allo ag,LNCaP diff act,VLA-4 antagonist,Autofluor Jurkat
CN1CCN(C(=O)Cn2c(=O)oc3cc(S(=O)(=O)NCc4ccccc4)ccc32)CC1,0,4,0,0.9
COc1ccc(CCNC(=O)c2ccn[nH]2)cc1OC,3,8,25,1
CCOc1ccc(-n2c(=S)sc3c(=O)[nH]c(SCC(=O)NCc4ccco4)nc32)cc1,7,2,-17,1.1
CC(=O)c1cccc(NC(=O)C2CCCN2S(=O)(=O)c2cccc3cccnc23)c1 (centres undefined),-3,16,-3,1.1
O=C(Nc1cccnc1)c1cc(-c2cccs2)on1,6,9,-3,1
COc1ccccc1NC(=O)CN1CCN(CC(=O)Nc2ccccc2F)CC1,-4,1,5,1

# 2 records drawn at random from the list so far:
SMILES,VLA-4 allo ag,LNCaP diff act,VLA-4 antagonist,Autofluor Jurkat
CN1CCN(C(=O)Cn2c(=O)oc3cc(S(=O)(=O)NCc4ccccc4)ccc32)CC1,0,4,0,0.9
CCOc1ccc(-n2c(=S)sc3c(=O)[nH]c(SCC(=O)NCc4ccco4)nc32)cc1,7,2,-17,1.1
